LGR2 antag = inhibitors of bursicon-induced LGR2 CRE-luciferase signal, primary screen, cell-based, HEK293, CRE-luciferase reporter, bursicon stimulation | Drosophila bursicon receptor LGR2 (rickets) | bursicon-stimulated, 4 h | inhibition, % at 9.99 µM | 0.35% of 380,000 active;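 active = drop in luminescence signal, shown as inhibition above about 50% in the replicate tests, limit read from the data, passing the limit was not always enough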;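 also: agonist challenge used bursicon conditioned medium at about half maximal strength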
PglD inh = C. jejuni PglD acetyltransferase inhibitors, primary screen, biochemical, DTNB colorimetric, single point | purified PglD enzyme, DTNB colorimetric CoA detection | inhibition, % at 12.5 µM | 0.098% of 360,000 active | AID 602405, 2012; in the data active = inhibition above about 16%, passing the limit was not always enough; also: strong numbers were not always called active
ARNT TACC3 PPI = disruptors of ARNT/TACC3 protein interaction, primary screen, biochemical, AlphaScreen, single concentration. AlphaScreen His-ARNT PAS-B/GST-TACC3 binding, luminescence; TACC3 fragment carries E629A point mutation. Transforming acidic coiled-coil-containing protein 3 (Homo sapiens), Q9Y6A5. 0.66% of 390,000 active. inhibition, % at 9.99 µM;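 active = mean inhibition of replicates at least 50% and at least half of replicates each reaching 50%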;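 also: 0% = complete ARNT plus TACC3 wells and 100% = ARNT alone without TACC3; many hits fall short of the cut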
PAX8 inh HTS = inhibitors of PAX8-driven TPO luciferase reporter, primary screen, RMG-I cells, single concentration. SteadyGlo, 24 h. inhibition, % at 12.6 µM. 1.2% of 360,000 active. AID 652154, 2013;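 active = mean replicate inhibition at least 60% with every replicate also reaching 60%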;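 also: luciferase light reporting Pax8 driven TPO promoter activity; plate controls were median of neutral control wells for no effect and mitoxantrone controls for full effect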
GSIS activator = GLuc luminescence reporter in INS-1E cells, primary screen for activators of glucose-dependent secretion of insulin; INS-1E GLuc reporter insulin secretion, 2-3 h; activation, % at 16.6 µM; 0.61% of 370,000 active; AID 743287, 2014;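 active = lowest replicate activation of at least 40%, so every replicate reaches that level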;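 also: 0% = median of neutral control wells and 100% = median of IBMX positive control wells; some compounds called inactive have numbers as strong as hits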
Statin myotox sup = suppressors of statin myotoxicity in C2C12 myotubes, primary screen, cell-based, single point, plate reader; C2C12 myotubes + simvastatin, ATP luminescence, 48 h; scaled: DMSO 0, geranylgeraniol control 100; rescue of ATP level, % at 7.49 µM; AID 602340, 2012; 0.78% of 330,000 active;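 active = mean ATP rescue above about 67%, or every replicate alone reaching that limit, limit read from the data, passing the limit was not always enough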;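 also: myotubes were challenged with 10 µM simvastatin during compound exposure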
PGC1a acetyl inh = inhibitors of PGC1a acetylation signal, primary screen, cell-based, U2OS, AlphaScreen, inhibitor mode; inhibition, % at 15.6 µM; AID 651687, 2012; 0.17% of 350,000 active; AlphaScreen anti-acetyl-lysine; with virally co-expressed GCN5 acetyltransferase;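 active = every replicate shows inhibition of at least 40%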;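 also: 0% = neutral control wells and 100% = positive control wells; some results beyond the cut were filed as inactive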
Cneo AK release = Cryptococcus neoformans cell lysis inducers, primary screen, AK release luminescence, single concentration; 0.2% of 360,000 active; C. neoformans lysis, adenylate kinase release luminescence, 4 h; normalised: neutral wells 0, clomiphene wells 100; AID 651654, 2012; lysis activity, % at 15 µM;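 active = mean lysis activity across replicates of at least 80%, whatever share of replicates individually reach that level; inactive = mean lysis activity below 80%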
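Schedule: static 4 h at 37 °C with compound, 1 h detection; system: C. neoformans cells; benchmarks: Clomiphene as positive control; buffer or medium: fresh YPD medium; measure: luminescence rise reflecting yeast cell lysis; measured by: luminescent adenylate kinase detection reagent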
* hit, by the source's call; / = not tested or not shown; & = joins results of further samples.

SMILES	LGR2 antag	PglD inh	ARNT TACC3 PPI	PAX8 inh HTS	GSIS activator	Statin myotox sup	PGC1a acetyl inh	Cneo AK release
N#Cc1c(NC(=O)c2cccnc2)sc2c1CCC2	/	1	2	-28	/	-135	-4	-1
COc1ccccc1NC1CCCCC1NS(=O)(=O)c1ccccc1 (stereo unspecified)	1	0	-4	9	18	9	-17	-1
N[C@@H](Cc1ccc(O)c(O)c1)C(=O)O	2	-7	3	-25	/	1	-2	-1
O=C(C[C@H]1C[C@@H]2c3cc(NS(=O)(=O)c4ccc(F)cc4)ccc3O[C@@H]2[C@@H](CO)O1)NC1CCCCC1	-10	-4	2	12	-29	5	0	-6
CCOC(=O)c1ccc(NC(=O)C2CC(=O)N(c3ccc4c(c3)OCCO4)C2)cc1 (stereo unspecified)	12	-2	/	-15	2	0	-9	2
CCc1nc(N2CCC3(CC2)OCCO3)c2nnn(Cc3ccccc3)c2n1	-6	-2	-3	-8	2	13	-1	3
Oc1oc(-c2ccccc2)nc1C=NCc1ccccc1	/	3	-7	/	/	13	2	0
O=C(NC1CCCCC1)c1cc(-c2ccc(O)cc2)on1	-19	-1	-2	-155	-13	9	4	-2
CC(=O)N1[C@H](CO)[C@@H](c2ccccc2)[C@@H]1CN(C(=O)c1cccc(F)c1)C(C)C	4	1	-2	-4	7	6	6	-8
COc1ccc(C(=O)OCC(=O)c2ccc(C)c(S(=O)(=O)N3CCOCC3)c2)cc1OC	-10	-1	1	7	/	-2	-7	-1
CCOc1cccc(/C=N/NC(=O)c2cc(-c3cccn3C)n[nH]2)c1O	11	/	51*	53	-11	8	5	/
Cc1ccnc(SCC(=O)N2CCc3ccccc3C2)n1	-7	/	-6	-2	20	/	/	/
O=C(NCC(c1cccs1)N1CCOCC1)c1cccc(S(=O)(=O)Nc2ccc(F)cc2)c1 (stereo unspecified)	-15	3	1	7	-27	11	/	3
Cc1ccc2cccnc2c1N	/	-1	-1	17	-1	5	2	8
Cc1cc(Cl)ccc1OCCCC(=O)Nc1cccnc1	/	-5	-7	/	/	-2	1	-2
CC(=O)Oc1ccc(/C=N/NS(=O)(=O)c2ccc(C)cc2)c(OC(C)=O)c1	-5	-3	26	5	-2	4	-13	1
CC(C)[C@@H](C)NC(=O)N(C)C[C@H]1OCc2ccccc2-c2c(n(C)c3ccccc23)C(=O)N([C@@H](C)CO)C[C@H]1C	15	1	6	/	-10	5	-5	0
CC(C)CC(CO)NS(=O)(=O)c1cccc(Cl)c1F (stereo unspecified)	-7	3	3	1	18	4	9	2
Nc1nnc(C2CCCC2)s1	24	1	3	/	7	13	18	-3
COc1cc2c(cc1OC)-c1n[nH]c(=S)n1C(C)(C)C2	-8	-5	-40	-1	30	-2	5	2
CCCN(CCC)C(=O)Cn1c2ccccc2c2nc(=O)cc(C)n21	7	-1	6	31	-3	-1	-1	16
Cc1noc(C)c1NC(=O)N(C)C[C@@H]1Oc2ccc(NS(=O)(=O)c3cccs3)cc2CC(=O)N([C@@H](C)CO)C[C@@H]1C	3	2	8	-22	18	-24	-6	-3
O=C(C[C@@H]1C=C[C@@H](NC(=O)c2ccc(F)cc2)[C@H](CO)O1)NCCc1ccncc1	7	-1	3	-13	15	1	2	-1
C[C@H](CO)N1C[C@H](C)[C@@H](CN(C)Cc2ccc3c(c2)OCCO3)OCc2cnnn2CCCC1=O	2&-7	3&1	-4	-10&2	4&6	1&0	-5	0&0
COc1ccc(/C=C(/NC(=O)c2ccccc2)C(=O)NC2CCS(=O)(=O)C2)cc1 (stereo unspecified)	0	-58	2	5	11	/	9	0
O=C1C2C3C=CC(C4CC34)C2C(=O)N1/N=C/c1ccc([N+](=O)[O-])o1 (stereo unspecified)	26	/	-5	18	-3	/	-19	/
Brc1ccc(CSc2ccc(-c3ccco3)nn2)cc1	/	/	4	-132	1	/	5	/
CC(=O)Nc1ccc(S(=O)(=O)Nc2cc(C)cn(Cc3ccc(C)cc3)c2=O)cc1	-1	3	3	1	-29	-15	/	-5
CCCNC(=O)C[C@H]1C[C@H]2c3cc(NC(=O)Nc4ccccc4)ccc3O[C@H]2[C@@H](CO)O1	17	6	-8	12	-9	1	0	1
C[C@H]1COC(=O)[C@H](Cc2ccc(F)cc2)C/C=C\C[C@@H](CC(=O)N(CCO)Cc2ccccc2)C(=O)N1	1	4	1	-1	-37	-2	/	4
Cc1nnc(-c2cnn(-c3ccccc3)c2N)n1Cc1ccccc1	/	-2	12	/	/	9	-9	0
COc1ccc(NC(=O)Nc2ccc3c(c2)CC(=O)N([C@@H](C)CO)C[C@@H](C)[C@H](CN(C)S(=O)(=O)c2ccc(C)cc2)O3)cc1	-2	/	/	-6	6	/	14	/
O=C(Nc1ccc(-c2noc(CCc3ccccc3)n2)cc1)c1ccco1	/	2	-10	/	/	/	0	-10
CCN(CC)S(=O)(=O)c1cc(NS(=O)(=O)c2ccccc2)ccc1C	-2	/	8	-21	-11	/	/	/
O=C(NNC(=S)NC(=O)c1ccc(Br)cc1)c1ccc([N+](=O)[O-])cc1	6	1	9	14	-2	2	3	3
CC(=O)N1N=C(N)SC1(C)C	19	1	0	4	1	6	3	-2
CCCC(CCC)C(=O)O	14&-2	0&-1	-2&-6	8&-8	9	7&5	1&-3	4&1
CC(=O)N1CCc2cc(Br)cc(S(=O)(=O)NCC3CCCO3)c21 (stereo unspecified)	/	-3	-3	/	/	-13	-17	-2
O=C(N[C@@H]1CC[C@@H](CC(=O)N2CCc3ccccc3C2)O[C@@H]1CO)C1CCOCC1	12	-1	13	3	11	-7	2	-15
COc1ccc(-c2nn(-c3ccccc3)cc2/C=C(/C#N)C(N)=O)cc1[N+](=O)[O-]	12	-5	-1	4	10	3	7	1

Limited to PGC1a acetyl inh, Statin myotox sup and Cneo AK release, for five of the compounds above:
mol	PGC1a acetyl inh	Statin myotox sup	Cneo AK release
Cc1ccc2cccnc2c1N	2	5	8
O=C(Nc1ccc(-c2noc(CCc3ccccc3)n2)cc1)c1ccco1	0	/	-10
CC(=O)Nc1ccc(S(=O)(=O)Nc2cc(C)cn(Cc3ccc(C)cc3)c2=O)cc1	/	-15	-5
O=C1C2C3C=CC(C4CC34)C2C(=O)N1/N=C/c1ccc([N+](=O)[O-])o1 (stereo unspecified)	-19	/	/
COc1cc2c(cc1OC)-c1n[nH]c(=S)n1C(C)(C)C2	5	-2	2

Later entries:
SMILES	LGR2 antag	PglD inh	ARNT TACC3 PPI	PAX8 inh HTS	GSIS activator	Statin myotox sup	PGC1a acetyl inh	Cneo AK release
COc1ccc(C(=O)C[n+]2ccc3ccccc3c2C)cc1	-65	3	-19	-48	/	/	11	2
CC1NC(=O)c2cc3ccccc3cc2-n2c1nc1cc(F)ccc1c2=O (stereo unspecified)	-4	-4	/	24	5	-184	/	0
CCOc1ccc(NC(=O)c2ccc(NS(=O)(=O)c3cccc4cccnc34)cc2)cc1	2	2	-2	-19	-8	-6	/	0
C[C@H](CO)N1C[C@H](C)[C@H](CN(C)Cc2ccc(C(=O)O)cc2)Oc2c(NC(=O)NC3CCCCC3)cccc2C1=O	1	10	-3	7	10	6	7	-2
Cn1c(=O)n(C)c2cc(NS(=O)(=O)c3ccccc3[N+](=O)[O-])ccc21	4	1	2	18	-1	10	-2	-8
C[C@@H]1CN([C@H](C)CO)C(=O)c2cc(/C=C/c3ccccc3)cnc2O[C@H]1CN(C)S(=O)(=O)c1cccs1	0	13	-10	/	-12	-20	3	3
C[C@@H]1CN([C@@H](C)CO)C(=O)c2cc(C#CC3CCCCC3)cnc2O[C@H]1CN(C)C(=O)NC1CCCC1	2	7	3	/	-23	12	-1	64
C#CCOC(=O)Nc1cc(C)n(-c2ccccc2)n1	-2	/	-10	-1	-2	/	9	/
COc1ccc(-c2nc(SC)n(S(=O)(=O)c3ccccc3)n2)cc1	/	-6	-3	/	/	1	-7	1
COC(=O)C[C@@H]1C[C@H]2c3cc(NC(=O)CC4CC4)ccc3O[C@H]2[C@H](CO)O1	11	-2	-1	5	3	-8	-14	-5
COc1ccc(CN(CCC(c2ccco2)C(C)C)C(C)=O)cc1OC (stereo unspecified)	3	-4	-4	-7	20	4	-10	3
CCNC(=O)[C@H]1[C@H](CO)[C@H]2Cn3c(ccc(C4=CCCCC4)c3=O)[C@@H]1N2Cc1ccncc1	3	1	22	-28	0	-3	/	46
CC1(C)CC(=O)C(=CN2CCOCC2)C(=O)C1	/	-4	2	13	21	9	/	2
CC[C@H](C)C(=O)O[C@H]1CCC=C2C=C[C@H](C)[C@H](CC[C@@H]3C[C@@H](O)CC(=O)O3)[C@H]21	/	-7	2	31	/	4	10	0
CCN(CC)c1ccc2cc(C(N)=O)c(=N)oc2c1	-26	/	/	-39	10	/	-10	/
NC(=O)c1cnn(-c2cc(Oc3ccccc3)ncn2)c1N	-15	2	-15	-175	1	1	-11	-3
CCC(=O)Nc1ccc2c(c1)C(=O)N(C)C[C@H](OC)[C@H](C)CN(CCC(F)(F)F)[C@@H](C)CO2	-9	1	-7	-8	8	5	-12	-1
COc1ccc(CN(C)C[C@H]2Oc3c(NC(=O)NC4CCCCC4)cccc3C(=O)N([C@H](C)CO)C[C@@H]2C)cc1	-2	29	33	1	-20	-57	-13	-1
COC(=O)CCn1nc(-c2ccc(Cl)cc2)c2ccccc2c1=O	16	/	3	-4	7	1	7	/
C[C@@H]1CCCCO[C@H](CN(C)C(=O)c2ccccc2)[C@H](C)CN([C@@H](C)CO)C(=O)c2cc(NC(=O)C3CCCCC3)ccc2O1	-2	0	-3	18	-16	35	2	0

Shown as a hit in ARNT TACC3 PPI (from the list above):
SMILES	LGR2 antag	PglD inh	ARNT TACC3 PPI	GSIS activator	PGC1a acetyl inh
CCOc1cccc(/C=N/NC(=O)c2cc(-c3cccn3C)n[nH]2)c1O	11	/	51*	-11	5

Pulled by structure from above, two records:
SMILES	LGR2 antag	PglD inh	ARNT TACC3 PPI	PAX8 inh HTS	GSIS activator	Statin myotox sup	PGC1a acetyl inh	Cneo AK release
CC1(C)CC(=O)C(=CN2CCOCC2)C(=O)C1	/	-4	2	13	21	9	/	2
CCNC(=O)[C@H]1[C@H](CO)[C@H]2Cn3c(ccc(C4=CCCCC4)c3=O)[C@@H]1N2Cc1ccncc1	3	1	22	-28	0	-3	/	46

Compounds as they come (roughly 2.9% active in at least one column).
